# Screens deposited in PubChem BioAssay by National Center for Advancing Translational Sciences (NCATS).
# Tb PYK inh – qHTS of Trypanosoma Brucei Inhibitors | Potency, µM (doses to about 76.8 µM), inactives show at the highest dose activity, negative = inhibition, most hits filed as inhibitors | actives 0.12% (n = 410,000) | pyruvate kinase (Trypanosoma brucei), Q57TT1 | AID 624173, 2012 | TbPYK enzyme, Kinase-Glo Plus ATP luminescence, 45 min; also: potency is read from the fitted curve at half-maximal effect; % is scaled to controls: 0 for no effect and ±100 for the full control effect; nearly all actives have a fitted effect of over 50% in size
#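 Luminescence from Kinase-Glo Plus, added after a 45-minute room-temperature reaction, served as the end-point read-out. The enzyme and substrate were preincubated with compound before ADP (130 uM final) initiated turnover. Concentration-effect curves came from normalized qHTS data.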
# Pf growth 48h – Primary qHTS for delayed death inhibitors of the malarial parasite plastid, 48 hour incubation | P. falciparum luciferase growth in erythrocytes, 48 h | Potency, µM (series often up to 28.7 µM), for inactives: at the highest dose activity change, negative = inhibition, hits mostly inhibitors | actives 5.9% (n = 310,000) | AID 504832, 2011; also: potency is read from the fitted curve at half-maximal effect; % is scaled to controls: 0 for no effect and ±100 for the full control effect
#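 Luciferase-expressing parasites in RBCs, 2% Hct / 0.1% parasitemia final; RPMI 1640 + 0.5% Albumax; 37 C, 5% CO2, one generation; luminescence read-out, lower signal = inhibition.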
# LmPK inh – qHTS Assay for Inhibitors of Leishmania Mexicana Pyruvate Kinase (LmPK); AID 1721, 2009; Potency, µM (doses to about 57.5 µM), for inactives: top-dose activity change, negative = inhibition, hits mostly inhibitors; purified LmPK, Kinase-Glo ATP luminescence, 1 h; actives 0.37% (n = 290,000); also: potency is read from the fitted curve at half-maximal effect; % is scaled to controls: 0 for no effect and ±100 for the full control effect
# Target sequence (Q27686 whole entry, looked up): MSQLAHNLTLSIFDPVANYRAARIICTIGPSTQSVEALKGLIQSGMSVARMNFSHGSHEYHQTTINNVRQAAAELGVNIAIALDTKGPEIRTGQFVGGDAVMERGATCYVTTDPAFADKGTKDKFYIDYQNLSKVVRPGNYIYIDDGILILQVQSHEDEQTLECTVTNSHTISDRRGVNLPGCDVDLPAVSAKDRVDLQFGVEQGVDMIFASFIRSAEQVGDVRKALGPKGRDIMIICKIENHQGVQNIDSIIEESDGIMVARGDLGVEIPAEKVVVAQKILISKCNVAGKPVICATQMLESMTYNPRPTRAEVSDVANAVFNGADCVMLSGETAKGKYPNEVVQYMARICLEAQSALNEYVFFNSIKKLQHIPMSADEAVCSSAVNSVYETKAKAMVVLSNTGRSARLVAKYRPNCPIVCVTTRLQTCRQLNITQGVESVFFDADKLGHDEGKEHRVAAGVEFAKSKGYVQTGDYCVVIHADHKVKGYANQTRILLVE
#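 In 50 mM imidazole pH 7.2 with 7 mM MgCl2, LmPK (0.1 nM) turned over PEP (0.5 mM) and ADP (0.1 mM) for 1 h at room temperature. Luciferase read-out of ATP.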
# Shiga toxin inh – A qHTS for Small Molecule Inhibitors of Shiga Toxin | Vero cells, Shiga toxin protein synthesis inhibition reporter | inhibition, % at 38.7 µM | actives 9.2% (n = 290,000); in the data active = inhibition mostly above about 28%, no sharp cut-off; inactive = mostly below about 43%; also: 0% is about no effect
# AMA1 RON2 block – qHTS for Inhibitors of AMA1-RON; Towards Development of Antimalarial Drug Lead: Primary Screen; actives 0.2% (n = 360,000); AlphaScreen AMA1-biotinylated RON2 peptide binding; AID 720542, 2013; Potency, µM (titrated, usually from 58.2 µM), for inactives: at the highest dose activity change, negative = inhibition, actives largely listed as inhibitors; Plasmodium falciparum AMA1 (3D7) - RON2 peptide interaction;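 also: potency is read from the fitted curve at half-maximal effect; 0% = vehicle wells and -100% = peptide control; nearly all actives have a fitted effect of over 45% in size; some results filed as inactive show a strong effect at the top dose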
#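 AMA1 (3D7) with his tag at 25 nM final met compounds first, then biotinylated RON2 peptide at 25 nM; detection used donor plus acceptor beads, 10 µg/mL apiece, read by AlphaScreen after 30 min at room temperature.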
# Pf growth 96h – Primary qHTS for delayed death inhibitors of the malarial parasite plastid, 96 hour incubation | P. falciparum luciferase reporter growth, 96 h | Potency, µM (highest dose often 28.7 µM), inactives show top-dose activity change, negative = inhibition, usual class: inhibitors | actives 6.9% (n = 320,000) | AID 504834, 2011; also: potency is read from the fitted curve at half-maximal effect; % is scaled to controls: 0 for no effect and ±100 for the full control effect
#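 Two parasite generations (96 h, 37 C, 5% CO2) of compound exposure in infected erythrocytes (0.05% parasitemia, 2% hematocrit). Luciferase-reporter P. falciparum; decreased luminescence indicates inhibited growth, aimed at apicoplast-acting delayed death.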
# Cycloheximide cs – Cycloheximide Counterscreen for Small Molecule Inhibitors of Shiga Toxin; max response, %; AID 2314, 2010; cell reporter, cycloheximide protein synthesis inhibition counterscreen; actives 12% (n = 300,000); in the data active = max response mostly above about 13%, no sharp cut-off; inactive = mostly below about 14%; also: read at 38.3 µM for the half of the compounds with a filed dose; 0% is about no effect
# Active calls of the source: *; ? = inconclusive; nt = no result given; [ ] = dose if it differs, or a comment. Unless noted, calls follow the shape of the dose curve; as a rule, active = well fitted curve in the direction sought with a large enough effect; inconclusive = small, poorly fitted or top-dose-only effect, or another doubt; inactive = no such curve, though single readings can be large; an effect the other way counts as inactive or inconclusive. Rows are unselected. Share with any hit: about 21%.
cpd	canonical_smiles	Shiga toxin inh	LmPK inh	Pf growth 48h	Pf growth 96h	Cycloheximide cs	AMA1 RON2 block	Tb PYK inh
1	CN(C)CCNC(=S)Nc1cccc(Cl)c1	47	-3%	25%	-10%	-1	-1%	-21%
2	CN(CCO)c1nc2c(c(=O)n(Cc3ccc(Cl)cc3)c(=O)n2C)n1C	-2	1%	-15%	44%[activator]	-2	8%	2%
3	CCN1C(=O)[C@@H]2[C@@H](c3ccc(-c4ccc(C(C)=O)cc4)c(OC)c3)N3CCCC[C@@]3(C(=O)OC)[C@@H]2C1=O	nt	nt	2.9µM*	9.3µM*	nt	-3%	0%
4	CCSc1nnc(NC(=O)c2ccc(C)o2)s1	33*	-8%	89%[activator]	nt	27*	-7%	-2%
5	COc1ccc(Nc2c(-c3ccc(C)cc3)nc3cnccn23)cc1	10	0%	0%	-3%	6	-5%	2%
6	CS(=O)(=O)c1ccc2nc(NC(=O)Cc3ccccc3)sc2c1	18	-2%	3%	-25%	9	3%	-5%
7	CCCSc1nc2sc3c(c2c(=O)n1-c1ccc(OC)cc1)CCN(C)C3	-19	0%	7.4µM*	4.7µM*	1	0%	1%
8	CC1=NN(C(=O)c2ccc(Cn3nc(C)c([N+](=O)[O-])c3C)o2)C(O)(C(F)(F)F)C1 (centres undefined)	-6	1%	-11%	-16%	-1	81%[activator]	-5%
9	COc1cc(OC)nc(-n2ncc(OC)c(Br)c2=O)n1	16	1%	8%	-19%	-3	2%	4%
10	COc1ccc(-n2nnnc2-c2ccccc2)cc1	6	4%	nt	?	-2	6%	-2%
11	CCOc1ncccc1C(=O)N=c1sccn1C	4	0%	23%	13%	-1	4%	-1%
12	CCc1ccccc1NC(=S)N1CCN(c2ccccn2)CC1	-3	-6%	10%	28%	-2	-9%	-8%
13	O=C1NCCN(Cc2c(F)cccc2Cl)C1CC(=O)N1CCCCO1 (centres undefined)	35	8%	0%	187%[activator]	1	-9%	11%
14	Cc1ccc(C)c(NC(=S)N2CCC(N(C)CC3CCCO3)CC2)c1 (centres undefined)	8	6%	nt	?	-2	13%	2%
15	O=C(CN1CCN(Cc2ccc3c(c2)OCO3)CC1)Nc1ccc(F)cc1	10	1%	-5%	24%	13	-2%	-5%
16	O=C1c2cccnc2C(=O)N1Cc1ccc(F)cc1S(=O)(=O)NCc1ccco1	-10	2%	13%	-12%	-3	47%[activator]	-1%
17	Nc1ccc(N2CCCCC2)c(S(=O)(=O)Nc2ccccc2Cl)c1	18	2%	4%	24%	6	-3%	-18%
18	CCN=c1scc(-c2cccs2)n1/N=C/c1cc(OC)ccc1O	41	-4%	115%[activator]	13%	51*	?	-17%
19	O=C1CCCCC1Oc1ccc2ccc(=O)oc2c1 (centres undefined)	14	-3%	-1%	25%	14	-6%	0%
20	CC(=O)CCC(=O)N1CCCC(N2CCN(c3cccc(Cl)c3)CC2)C1 (centres undefined)	2	-2%	-19%	2%	8	-11%	0%
21	Cc1ccc(OCCN2CCNCC2)c([N+](=O)[O-])c1	17	-8%	12%	14%	8	-29%	1%
22	CCCc1nnc(NC(=O)c2cccnc2)s1	15	11%	10%	19%	1	1%	-7%
23	S=c1[nH]nc(C2CCCCC2)n1/N=C/c1ccccc1Br	30	-25%	34%[activator]	39%[activator]	1	73%[activator]	?
24	CNC(=O)CSc1nnc(-c2cccs2)o1	2	-3%	10%	34%[activator]	-2	2%	3%
25	COc1ccc(-c2cn[nH]c2-c2ccc(OCc3ccccc3)cc2O)cc1OC	6	-1%	8.3µM*	1%	4	78%[activator]	26%
26	COC(=O)CCC(=O)Nc1ccc2oc3c(c2c1)CCCC3	-3	-2%	14%	60%[activator]	-3	-15%	-5%
27	CCOC(=O)c1c(NC(=O)CSc2nnc(C)c(=O)[nH]2)sc(C)c1C	30	1%	0%	236%[activator]	4	nt	nt
28	COc1ccc(CCNC(=O)c2cc(-c3ccncc3)nc3ccc(S(=O)(=O)N4CCOCC4)cc23)cc1OC	6	7%	?	?	9	20%	2%
29	O=C(COc1ccc2oc(-c3ccccc3)cc(=O)c2c1)Nc1ccccc1	-4	4%	13%	3.7µM*	-2	1%	0%
30	O=C(Cn1cnc2c(cnn2-c2ccccc2)c1=O)N1CCOCC1	-11	-7%	7%	11%	7	0%	-10%
31	CCOc1ccc(N(CC(=O)N2CCCCCC2)S(=O)(=O)c2ccc(F)cc2)cc1	-17	-8%	-15%	81%[activator]	-5	-1%	1%
32	CN(C)S(=O)(=O)c1ccc(NC(=O)CCCNC(=O)c2ccc(Cl)cc2)cc1	-2	1%	23%	27%	-3	9%	4%
33	COc1ccc(C(=O)NNC(=O)CN(C)S(=O)(=O)c2ccc(Cl)cc2)c(OC)c1OC	nt	nt	8%	7%	nt	12%	4%
34	Cc1ccc(C)n1-c1nccc(-c2cccs2)n1	4	1%	9%	?	5	-4%	5%
35	COc1ccc(-c2nc(NC(=O)Cn3cnnn3)sc2C)cc1	-3	3%	22%	40%[activator]	15	-1%	-3%
36	COc1cc(/C=C2/N=C(c3ccccc3F)OC2=O)cc(Cl)c1OS(C)(=O)=O	4	0%	-4%	105%[activator]	-1	-9%	-2%
37	CC1CCN(c2nc(-c3ccccc3)c(C#N)c(=O)[nH]2)CC1	-2	4%	20%	?	-3	12%	-6%
38	CCN(c1ccccc1)S(=O)(=O)c1ccc(C(=O)N2CCCC(C(F)(F)F)C2)cc1 (centres undefined)	nt	nt	-27%	?	nt	0%	-3%
39	COc1ccc(-n2ccnc2SCC(=O)Nc2ccccc2)cc1	-16	4%	?	4%	-4	-19%	-1%
40	COc1ccc(N=c2ssnc2Cl)cc1	37*	-8%	30%[activator]	16%	18*	3%	-18%
41	COC(=O)C1=CN(Cc2ccc(OC)c(OC)c2)C=C(C(=O)OC)C1c1cccc(F)c1	-2	3%	9.3µM*	10µM*	-4	73%[activator]	-4%
42	O=C(COC(=O)CN1C(=O)C2CC=CCC2C1=O)Nc1cc(C(F)(F)F)ccc1N1CCOCC1 (centres undefined)	-11	14%	nt	36%[activator]	-3	5%	-1%
43	O=C(c1ccc(F)cc1)N1CCN(C2=NS(=O)(=O)c3ccccc32)CC1	-6	-1%	37%[activator]	344%[activator]	-3	3%	-1%
44	COc1ccc(CNS(=O)(=O)c2ccc3c(c2)CC(C)N3C(=O)C2CC2)cc1 (centres undefined)	-3	9%	-1%	?	19	-5%	-28%
45	Cc1ccc2cc(CN(CC3CCCO3)S(=O)(=O)c3cccc4nsnc34)c(=O)[nH]c2c1 (centres undefined)	-6	1%	9.3µM*	-1%	-4	4%	6%
46	Cc1c(CNC(=O)C2CCC(=O)N(CCc3ccccc3)C2)cnn1C (centres undefined)	28	2%	-6%	-5%	6	-14%	8%
47	COC(=O)c1cc(O)c(OCc2ccccc2)c(O)c1	15	0%	-21%	26%	18*	1%	7%
48	CCOc1ccc(C(C)=O)cc1N1C(=O)C2C(C1=O)C1C=CC2C12CC2 (centres undefined)	35	1%	0%	44%[activator]	-3	2%	0%
49	CCN(CC)c1ccc(/C=C/C(=O)C2C(=O)C=C(C)OC2=O)cc1 (centres undefined)	100*	?	222%[activator]	2%	26*	44%[activator]	-17%
50	COc1ccc(CCNC(=O)Cc2ccc(OC)c(OC)c2)cc1OC	5	1%	4%	0%	13	0%	8%

# The listing continues:
cpd	canonical_smiles	Shiga toxin inh	LmPK inh	Pf growth 48h	Pf growth 96h	Cycloheximide cs	AMA1 RON2 block	Tb PYK inh
51	O=C1c2ccccc2C(=O)N1CCCCN(C(=O)c1cc([N+](=O)[O-])cc([N+](=O)[O-])c1)c1ccc(Cl)cc1	-10	-2%	?	?	2	-28%	-1%
52	CCN1C(=O)C(C(=O)c2ccccc2)SC1=S (centres undefined)	36	-8%	40%[activator]	73%[activator]	14	-21%	-15%
53	Cc1cc(C)cc(NS(=O)(=O)c2ccc(F)cc2)c1	9	2%	6%	0%	-2	17%	0%
54	CCCCC(=O)N1CC2(C)CN(C(=O)CCCC)CC(C)(C1)C2=O	2	2%	12%	79%[activator]	-3	4%	3%
55	Cc1cc2cc3c(=O)[nH]c(=O)[nH]c3nc2cc1C	-7	7%	?	-9%	1	nt	nt
56	Cc1ccc(C(=O)N[C@@H](C)CN2C3=NC[C@H](C(C)C)N3C[C@H]2Cc2ccc(O)cc2)cc1Br	8	-9%	?	9.3µM*	1	-11%	-17%
57	CC1=CC2(O)OCCN(CCO)C2=CC1=O (centres undefined)	11	-17%	-7%	-15%	1	-7%	-24%
58	CCOCc1nnc(NC(=O)CCC2CCCCC2)s1	nt	4%	23%	12%	10	1%	-3%
59	COc1ccccc1NC(=O)CSc1nnnn1-c1ccc(F)cc1	-1	2%	-10%	?	-1	-4%	-2%
60	Cc1ccc(N=c2sc(C)c(C)n2C)cc1	80*	-7%	105%[activator]	82%[activator]	70*	-5%[2.32 µM]	6%
61	CC(C)Oc1cccc(C(=O)Nc2ccccc2N2CCOCC2)c1	21	0%	-6%	-6%	14	-14%	-3%
